aSyn UTR inh: MLPCN primary screen, SNCA 5' untranslated region. alpha-synuclein 5'UTR reporter, inhibitor activity. inhibition, % (tested at 7.5 µM). 300,000 tested, 0.82% active. AID 1813; in the data active = inhibition above about 60%; inconclusive = no clear call, values can overlap the other calls;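 note: H4 neuroglioblastoma cells stably carrying SNCA 5'UTR luciferase fusion; 0% = DMSO wells and 100% = positive control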
HSF-1 act: increases HSF-1 driven luciferase reporter signal; 300,000 tested, 1.7% active; AID 504408; activation, % at 9 µM; NIH3T3-HGL HSF-1 luciferase reporter, MG132, 8 h; 100% = twice DMSO control signal;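 active = mean replicate activation of at least 50% with a set share of replicates each reaching 50%; inconclusive = only one of those two conditions met; inactive = mean below 50% and too few replicates reaching it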;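 note: 0% = median of the neutral control wells and 100% = twice that signal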
IEC-6 cytotox: kills IEC-6 intestinal cells in KLF5 counter-screen; IEC-6 cytotoxicity, luminescence viability; inhibition, % at 5 µM; 290,000 tested, 0.78% active; AID 1825; in the data active = inhibition above about 22%;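 note: 0% = plate median of test compound wells and 100% = cytotoxic reference compound wells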
SKKanGAS inh: blocks kanamycin growth of S. pyogenes SKKanGAS strain; 300,000 tested, 1.3% active; inhibition, % at 7.5 µM; BacTiter-Glo, 6 h; AID 1662;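 active = mean replicate score, as percent of positive control median, at least 50; inconclusive = mean below 50 but one replicate at or above 50; inactive = mean and every replicate below 50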;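 note: strain carries kanamycin resistance gene driven by streptokinase promoter and grows in 40 µg/ml kanamycin; loss of luminescence reflects streptokinase promoter inhibition or plain growth inhibition; 0% = median of DMSO wells and 100% = positive control at its reference dose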
HSP90 refold inh: HSP90 refolding inhibition in rabbit reticulocyte lysate. luciferase refolding luminescence, 3 h. inhibition, % at 5.6 µM. 290,000 tested, 0.91% active. AID 1789;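 active = inhibition above the screen-wide mean plus 3 SD, computed separately per campaign, cut at about 16% in these data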;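 note: 0% = DMSO wells and 100% = 60 µM geldanamycin wells; inhibitors lower the luminescence because luciferase stays unfolded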
AI-2 QS mod: Vibrio harveyi AI-2 quorum sensing modulation | 300,000 tested, 0.4% active | AID 2094 | activity change, % at 7.5 µM | Vibrio harveyi JMH597 AI-2 luminescence/OD600 ratio, 9 h; hits give low values; strain lacks LuxN and CqsS sensors; 0 = neutral-control median; in the data active = activity change below about -75%, passing the limit was not always enough; inconclusive = no clear call, values can overlap the other calls;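 note: luminescence divided by OD600 gain over 9 h not by final OD600 alone; inactives centre near 13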
Platelet DG rel: platelet dense granule release activity; human platelet-rich plasma, SFLLRN dense granule ATP release, luminescence; inhibition, %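 (compounds screened at 7.5 µM in platelet-rich plasma)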; 300,000 tested, 0.22% active; AID 1663;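 active = mean replicate score, as percent of positive control, at or above 50; inconclusive = mean below 50 but at least one replicate at or above 50; inactive = mean and every replicate below 50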
HSF1 inhib: HSF1 inhibition | 300,000 tested, 0.77% active | NIH3T3-HGL HSE-luciferase, MG132-induced, luminescence 8 h; hits give low values | activity change, negative = inhibition, % at 7.5 µM (by protocol);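 active = more than half of replicate wells show activity change below -50%, luminescence cut by over half; inconclusive = some wells, but at most half, below -50%; inactive = no replicate well below -50%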;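 note: luciferase reports HSF-1 transcriptional activity via heat shock element; 0% = median of DMSO wells and -100% = zero luminescence signal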
HIF act: HIF pathway transcriptional activation. AID 1910. 300,000 tested, 0.32% active. activation, % at 7.5 µM (by protocol). U2OS HRE-luciferase reporter, luminescence; normalized: DMSO 0%, desferrioxamine 100%;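 active = mean activation of at least 10% of the iron chelator positive control signal, with at least half of replicates also reaching 10%; inconclusive = mean and replicate majority disagree about reaching 10%; inactive = mean and most replicates under 10%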
KLF5 inh: kruppel-like factor 5 inhibition; DLD-1 KLF5 promoter-luciferase reporter, luminescence; inhibition, % at 5 µM; 290,000 tested, 0.23% active;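 active = inhibition above a per-plate limit of that plate's mean compound inhibition plus 3 SD, cut at about 60% in these data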;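 note: 0% = DMSO wells and 100% = LY294002 at 200 µM; higher means less KLF5 promoter-driven luciferase light; inactives centre near -14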
An asterisk follows results filed as active; ? = inconclusive; · = no result given.

Results follow in this order: aSyn UTR inh	HSF-1 act	IEC-6 cytotox	SKKanGAS inh	HSF1 inhib	Platelet DG rel	HIF act	AI-2 QS mod	KLF5 inh	HSP90 refold inh
1. CC(C)N1C(=O)CCC1C(=O)NCCc1ccc(Cl)cc1 (stereo not given)
    -11.2	-11.3	11.4	-0.2	-5.5	-14.3	-0.2	13.4	4.2	2.8
2. CS(=O)(=O)c1ccc2nc(NC(=O)CN3CCCCCC3)sc2c1
    5.7	9.6	-0.8	-1.6	-4.8	-7.0	0.5	15.9	3.1	5.2
3. COc1ccccc1NC(=S)N(Cc1ccco1)Cc1cc2cccc(C)c2[nH]c1=O
    -15.2	118.8*	-1.4	14.3	59.7	-3.9	-0.3	28.8	-3.9	-1.4
4. COc1nc(Nc2ccc(C(C)C)cc2)nc(OC)n1
    -111.3	6.0	-0.8	-3.0	14.3	-12.1	1.5	-5.0	-26.7	-1.2
5. COc1ccc(C2=NN(c3ccccc3)C(c3cccs3)C2)cc1 (stereo not given)
    -21.6	50.9*	-2.4	-5.4	39.2	-9.0	0.7	7.7	-36.4	0.4
6. N#C/C(=N\Nc1ccccc1[N+](=O)[O-])C(=N)N1CCCCC1
    -111.5	64.3*	-4.5	·	34.7	4.8	-1.4	32.4	-195.0	7.4
7. COc1ccc(OC)c(C2CC(=O)NC(SC)=C2C#N)c1 (stereo not given)
    9.7	12.1	0.6	2.4	-3.4	-8.2	0.2	4.5	-15.2	-1.7
8. CC1CCN(S(=O)(=O)c2ccc(C(=O)Nc3nnc(C4=COCCO4)o3)cc2)CC1
    -16.2	11.8	1.5	?	-4.0	-3.0	0.1	35.2	-13.5	3.5
9. CCOc1ccccc1NC(=O)COC(=O)/C=C/c1ccc(OC)c(OC)c1
    -23.8	-3.5	-3.3	-8.6	0.9	-35.0	2.2	-2.4	-6.4	8.3
10. O=Cc1cn(-c2ccccc2)nc1-c1ccc(F)cc1
    -31.1	-1.9	1.1	0.1	7.2	-1.8	0.5	-10.0	-43.5	3.4
11. Nn1c(Cc2cccc3ccccc23)n[nH]c1=S
    -0.8	-19.4	2.5	·	-6.5	-4.7	0.9	1.8	-3.7	2.9
12. O=C(Nc1ccc(Nc2ccccc2)cc1)c1ccc(Cl)c([N+](=O)[O-])c1
    -32.6	-2.3	-5.1	5.7	-1.2	0.2	-11.3	-68.0	-22.8	-2.1
13. Cc1ccc(/C(O)=C2\C(=O)C(=O)N(C)C2c2ccc([N+](=O)[O-])cc2)cc1 (stereo not given)
    12.2	-5.6	-1.7	3.2	0.6	10.6	0.7	-10.5	-34.2	4.9
14. COc1cc(C(=S)N2CCOCC2)ccc1OC(=O)/C=C/c1ccco1
    -16.5	-4.0	-5.8	10.2	-5.4	8.6	-0.2	13.3	1.9	-2.5
15. [O-][n+]1onc2c1CCc1c-2nn(-c2ccccc2Cl)[n+]1[O-]
    -154.9	-0.5	-6.0	3.6	-7.7	0.6	-0.3	8.8	-5.5	-3.6
16. C[n+]1ccc(/C=C/c2cccs2)cc1
    1.0	-18.5	2.4	-2.8	1.3	-3.0	0.2	6.1	34.5	28.3*
17. Cc1ccc(-c2cc(-c3ccccc3)c(C#N)c(Br)n2)cc1
    -7.6	-3.7	-2.3	-3.7	-4.0	-3.8	0.3	17.5	-12.5	-7.3
18. COc1ccc(S(=O)(=O)N2CC3C4C=CC(C4)C3C2)cc1 (stereo not given)
    14.3	·	6.8	-0.8	·	-3.9	0.0	40.0	-9.6	-5.6
19. COc1cc(/C=C(\C#N)C(=O)Nc2ccc(SC(F)F)cc2)cc(OC)c1OC
    4.7	-0.8	-2.4	7.7	-8.2	4.3	0.6	7.4	-42.0	-1.7
20. CC(C(=O)NCc1cccnc1)c1ccc([N+](=O)[O-])cc1 (stereo not given)
    8.2	-9.3	2.0	0.0	0.5	-1.6	0.0	3.5	-18.9	2.1
21. COc1cc(NC(=O)c2ccc3snnc3c2)cc(OC)c1
    -64.6	24.7	1.0	3.5	11.8	-0.1	2.3	27.4	-42.7	1.4
22. Clc1ccc(OCCn2ccnc2)cc1Cl
    11.4	-2.4	0.4	-1.2	-0.9	-2.8	0.4	10.1	-7.6	-1.6
23. O=C(O)C1C2CCC(O2)C1C(=O)Nc1ccc(Cl)cc1F (stereo not given)
    -2.3	-3.2	-0.7	3.4	-4.3	6.4	0.5	3.2	-36.2	6.2
24. CCc1ccc(C(C)NC(=O)/C=C/c2ccc(Br)cc2)cc1 (stereo not given)
    -11.1	11.7	-0.2	-1.1	2.2	-5.7	0.3	34.3	-23.3	0.7
25. CN1CCN(C(=O)Nc2cccc(-c3ccccc3)c2)CC1
    4.0	-5.1	-9.1	1.2	-1.5	-4.4	-0.1	10.9	-25.3	-1.4
26. CC(=O)NC1=NN(C(C)=O)C(C)(CCS(=O)(=O)c2ccc(Br)cc2)S1 (stereo not given)
    -5.6	14.2	3.2	-3.3	1.7	-3.3	-14.7	33.1	1.2	0.6
27. O=C1NC(=Nc2ccccc2)c2ccc([N+](=O)[O-])cc21
    10.4	1.6	6.5	13.9	-3.9	-2.3	0.0	21.7	-30.9	-0.7
28. CC(=O)CC1=NC(C)(C)Cc2ccccc21
    -7.6	14.9	1.7	-1.5	-4.4	2.0	0.0	20.3	-21.7	-2.8
29. O=C(Nc1ccc(N2CCCC2)cc1)c1cc(Br)ccc1Cl
    -18.3	-3.4	-0.8	1.8	2.5	1.5	0.2	-3.9	-11.8	13.8
30. Cn1c(SCCC#N)nnc1-c1ccccc1F
    9.2	-7.1	1.3	3.7	3.8	0.1	-0.1	17.0	-35.7	-0.5
31. CC(=O)c1ccc(NC(=O)CSc2ccc3nnc(-c4ccccn4)n3n2)cc1
    -4.7	25.3	-9.6	-1.3	5.4	2.9	0.1	8.7	-28.3	-2.5
32. COc1cc(/C=C2/CCCC(C(=O)C(F)(F)F)=C2O)ccc1O
    -27.2	-15.9	2.5	-8.9	-11.5	-3.6	0.9	18.4	-10.0	-3.3
33. Cc1cc(C)c(NC(=O)c2cccc(NC(=O)c3ccco3)c2)c(C)c1
    10.3	5.3	-2.1	5.8	-5.6	-5.9	0.4	9.4	-42.9	-1.5
34. O=C(Cn1cc(C(F)(F)F)ccc1=O)N/N=C/c1ccc(Cl)cc1
    9.2	-1.0	-10.4	-1.0	-5.2	-1.5	-0.4	-24.7	-13.2	-3.4
35. Nc1ccc(C(O)(C(F)(F)F)C(F)(F)F)cc1
    15.9	2.0	0.8	2.5	-5.5	-1.9	0.2	34.3	-22.5	2.0
36. COc1cccc(C(=O)/C=C/c2ccc(SC)cc2)c1
    -6.9	-7.6	-1.3	-11.4	-4.0	16.2	0.1	-65.8	-8.2	4.0
37. O=C1CN(S(=O)(=O)c2ccccc2)CCN1S(=O)(=O)c1ccccc1
    14.6	0.5	-4.1	-0.5	-7.3	7.5	0.2	5.4	-2.2	-3.6
38. Cc1ccc(NC(=O)CN2C(=O)c3ccccc3C2=O)cc1
    -2.1	-0.6	1.0	1.4	5.9	-7.7	-14.1	-16.5	-27.1	-1.0
39. Cc1ccc(C(=O)NC(=S)Nc2ccc(N3CCN(C(=O)c4ccco4)CC3)cc2)cc1
    -18.6	-22.6	8.7	22.2	-6.5	4.9	0.2	3.4	-7.2	1.2
40. COc1cc(NC(=O)c2ccccc2C)c(OC)cc1NC(=O)CN1CCOCC1
    15.4	10.4	0.7	1.8	-1.0	0.7	-0.7	11.0	-39.5	-2.5
41. CC1CCN(S(=O)(=O)c2ccc(NC(=O)CN3CCN(C)CC3)cc2)CC1
    0.1	-5.0	-2.7	-3.4	-3.9	9.2	-0.1	11.8	-3.2	1.8
42. COC(=O)c1cccc(NC(=O)CSc2nc(C)cc(=O)[nH]2)c1
    -3.0	-5.0	0.6	0.8	3.5	0.6	0.0	5.6	3.0	-0.8
43. Cc1ccc(S(=O)(=O)CCC(=O)OCC(=O)N2CCN(S(=O)(=O)c3ccc(Cl)cc3)CC2)cc1
    13.4	-2.9	0.6	0.9	3.8	-9.8	0.5	-0.2	-17.1	7.7
44. Cc1ccc(C(=O)Nc2ccc(C)c(S(=O)(=O)N3CCOCC3)c2)c(C)c1
    0.1	10.1	-3.3	-4.3	0.2	?	0.1	2.4	-14.4	3.8
45. CNC(=O)c1csc(Cc2c(Cl)sc3ccc(Cl)cc23)n1
    -10.2	34.5	1.8	17.0	16.2	-12.2	-0.4	·	-7.3	-0.1
46. COC(=O)c1cc(NC(=O)c2c(C)noc2C)ccc1N1CCOCC1
    11.9	-18.2	2.8	-0.6	0.5	-7.3	-0.2	9.9	-1.2	-1.5
47. CCCCOc1ncnc2c1[nH]c1ccc(C)cc12
    -93.4	41.3	6.5	4.6	14.7	-3.2	1.7	21.6	-82.5	4.7
48. CC(=O)Nc1ccc(C(=O)OCC(=O)NC2CCCCCCC2)cc1
    6.5	-5.2	-11.9	-5.0	-11.8	-0.7	-0.9	20.4	-29.9	1.0
49. CCNC(=O)/C(C#N)=C/c1c(N2CCCCCC2)nc2ccccn2c1=O
    31.0	-1.6	-7.7	8.1	0.6	-5.8	-2.0	26.4	2.0	0.3
50. O=c1c2cc(Br)ccc2[nH]c(=S)n1Cc1ccccc1
    22.0	-0.3	4.9	16.5	4.2	3.2	-1.3	44.5	-31.3	-0.5
51. Cc1c(-c2ccccc2)[n+](=O)c(-c2ccc(Cl)cc2)c(C)n1[O-]
    -48.5	-1.8	-0.3	2.2	-5.6	1.5	-0.3	7.4	-29.9	-2.0
